Screening data as filed in PubChem.
HSF1 activator = increases HSF-1 driven luciferase reporter signal | NIH3T3-HGL HSF-1 luciferase reporter, MG132, 8 h; 100% = twice DMSO control signal | activation, % at 9 µM | 1.7% of 300,000 active | AID 504408;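 active = mean replicate activation of at least 50% with a set share of replicates each reaching 50%; inconclusive = only one of those two conditions met; inactive = mean below 50% and too few replicates reaching it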;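 also: 0% = median of the neutral control wells and 100% = twice that signal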
GSK3A inh = blocks human GSK-3 alpha kinase; inhibition, % at 10 µM; 0.1% of 320,000 active; ADP-Glo luminescence, 60 min;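 in the data active = inhibition above about 50%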;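 also: GST-tagged GSK-3 alpha with peptide substrate and 25 µM ATP; 0% = DMSO neutral wells and 100% = GW8510 positive control wells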
Target sequence (P49840 whole entry, looked up): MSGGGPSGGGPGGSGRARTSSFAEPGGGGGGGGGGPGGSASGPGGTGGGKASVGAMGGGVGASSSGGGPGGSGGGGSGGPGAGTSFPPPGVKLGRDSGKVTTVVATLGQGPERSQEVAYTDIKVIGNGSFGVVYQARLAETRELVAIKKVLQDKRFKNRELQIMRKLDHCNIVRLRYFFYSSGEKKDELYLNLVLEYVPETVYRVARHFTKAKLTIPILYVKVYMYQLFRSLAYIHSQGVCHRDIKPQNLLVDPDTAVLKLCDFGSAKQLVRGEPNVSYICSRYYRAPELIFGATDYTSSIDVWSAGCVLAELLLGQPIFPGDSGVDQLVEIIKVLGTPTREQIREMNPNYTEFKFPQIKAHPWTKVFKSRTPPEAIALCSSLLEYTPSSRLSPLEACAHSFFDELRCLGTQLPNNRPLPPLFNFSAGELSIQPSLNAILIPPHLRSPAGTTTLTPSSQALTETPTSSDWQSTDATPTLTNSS
KLF5 inh = kruppel-like factor 5 inhibition; DLD-1 KLF5 promoter-luciferase reporter, luminescence; 0.23% of 290,000 active; inhibition, % at 5 µM;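 active = inhibition above a per-plate limit of that plate's mean compound inhibition plus 3 SD, cut at about 60% in these data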;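 also: 0% = DMSO wells and 100% = LY294002 at 200 µM; higher means less KLF5 promoter-driven luciferase light; inactives centre near -14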
PolyA inh = inhibitors of polyadenylation in S. cerevisiae | S. cerevisiae SKY197-pL101 polyadenylation reporter, beta-gal luminescence; efflux-impaired pdr1/pdr3 knockout yeast; score 100 = 6 SD above DMSO | calls only at 12 µM | 0.02% of 300,000 active;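 active = lowest replicate activity score at least 50, where 100 means six control SD above control mean; inconclusive = lowest score under 50 but half or more replicates reach 50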;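 also: yeast exposed to compound for 9 h at 30 °C; higher score means more reporter readthrough which indicates perturbed polyadenylation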
HSP90 refold inh = blocks HSP90-mediated luciferase refolding in reticulocyte lysate; Rabbit reticulocyte lysate, luciferase refolding luminescence, 3 h; inhibition, % at 5.6 µM; 0.91% of 290,000 active;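 active = inhibition above the screen-wide mean plus 3 SD, computed separately per campaign, cut at about 16% in these data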;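 also: 0% = DMSO wells and 100% = 60 µM geldanamycin wells; inhibitors lower the luminescence because luciferase stays unfolded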
aSyn UTR inh = 5' untranslated region of α-synuclein, MLPCN primary screen | inhibition, % (tested at 7.5 µM) | 0.82% of 300,000 active | alpha-synuclein 5'UTR reporter, inhibitor activity | AID 1813; in the data active = inhibition above about 60%; inconclusive = no clear call, values can overlap the other calls;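 also: H4 neuroglioblastoma cells stably carrying SNCA 5'UTR luciferase fusion; 0% = DMSO wells and 100% = positive control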
IEC-6 cytotox = counter-screen for KLF5 inhibitors: cytotoxicity in IEC-6 cells; 0.78% of 290,000 active; inhibition, % at 5 µM; AID 1825; IEC-6 cytotoxicity, luminescence viability; in the data active = inhibition above about 22%;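 also: 0% = plate median of test compound wells and 100% = cytotoxic reference compound wells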
AI-2 QS modul = modulators of Vibrio harveyi AI-2 quorum sensing system. Vibrio harveyi JMH597 AI-2 luminescence/OD600 ratio, 9 h; stronger effect = lower value; strain lacks LuxN and CqsS sensors; 0 = neutral-control median. activity change, % at 7.5 µM. 0.4% of 300,000 active; in the data active = activity change below about -75%, passing the limit was not always enough; inconclusive = no clear call, values can overlap the other calls;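 also: luminescence divided by OD600 gain over 9 h not by final OD600 alone; inactives centre near 13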
GSK3beta inhib = blocks human GSK3beta kinase activity; P49841; AID 2097; activity score (negative = inhibition), % at 10 µM; 0.038% of 300,000 active; GST-GSK3beta kinase, ADP-Glo luminescence, 60 min; stronger effect = lower value;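 active = more than half of replicate wells score below -50%, meaning over 50% inhibition versus plate controls; inconclusive = some replicates but at most half score below -50%; inactive = no replicate scores below -50%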;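 also: 0% = median DMSO wells and -100% = median GW8510 positive control wells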
Target sequence (P49841 whole entry, looked up): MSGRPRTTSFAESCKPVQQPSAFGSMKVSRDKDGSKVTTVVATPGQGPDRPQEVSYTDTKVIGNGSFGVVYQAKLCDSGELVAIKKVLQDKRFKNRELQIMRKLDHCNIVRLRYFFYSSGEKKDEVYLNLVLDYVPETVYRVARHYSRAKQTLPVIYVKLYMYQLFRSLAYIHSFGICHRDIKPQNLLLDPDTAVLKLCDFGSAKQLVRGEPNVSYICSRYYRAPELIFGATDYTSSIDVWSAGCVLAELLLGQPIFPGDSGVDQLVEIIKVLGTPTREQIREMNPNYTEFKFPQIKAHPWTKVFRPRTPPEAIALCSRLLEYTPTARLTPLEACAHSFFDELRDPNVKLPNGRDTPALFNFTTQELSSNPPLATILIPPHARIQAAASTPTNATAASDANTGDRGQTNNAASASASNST
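Test system – GST-tagged human GSK3beta kinase, cell-free · Incubation – 60 min enzyme reaction, room temperature · Signal – ADP-Glo luminescence · Also added – peptide substrate and ATP at 25 µM · Controls – DMSO neutral wells and GW8510 at 20 µM as positive · Buffer or medium – Tris/MgCl2 kinase buffer · Measure – Luminescence-derived activity versus plate DMSO and GW8510 wells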
HSF1 inhib = HSF1 inhibition. 0.77% of 300,000 active. AID 2098. activity change, negative = inhibition, % at 7.5 µM (by protocol). NIH3T3-HGL HSE-luciferase, MG132-induced, luminescence 8 h; stronger effect = lower value;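 active = more than half of replicate wells show activity change below -50%, luminescence cut by over half; inconclusive = some wells, but at most half, below -50%; inactive = no replicate well below -50%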;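 also: luciferase reports HSF-1 transcriptional activity via heat shock element; 0% = median of DMSO wells and -100% = zero luminescence signal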
Starred values were filed as active, the others as inactive; i = inactive; ? = inconclusive; nt = not tested or not shown.

SMILES | HSF1 activator | GSK3A inh | KLF5 inh | PolyA inh | HSP90 refold inh | aSyn UTR inh | IEC-6 cytotox | AI-2 QS modul | GSK3beta inhib | HSF1 inhib
CCC1Oc2ccccc2N(CC(=O)N2CCOCC2)C1=O (stereo unspecified) | -3 | 17 | 4 | i | -3 | 4 | -5 | 10 | 0 | -2
COc1ccc(Br)cc1C(=O)Nc1cccc(C)c1C | -12 | 1 | -3 | i | -1 | 6 | -7 | 3 | 2 | -3
O=C(Cn1ccc2ccccc2c1=O)NCC(=O)N1CCN(c2ccccc2F)CC1 | 0 | -4 | 0 | i | -4 | 17 | -6 | 14 | 1 | -3
O=C(Cn1c(N2CCN(c3ccccc3)CC2)nc2ccccc21)c1ccccc1 | 16 | 0 | 22 | i | 0 | 27 | 6 | 2 | -2 | 6
O=C(NCc1ccco1)c1cccc(N2CCCC2=O)c1 | 26 | -4 | -15 | i | 8 | -5 | 2 | 30 | 3 | 3
CCOc1ccc(NC(=O)CN(C)C(=O)c2ccc(N3CCCCCC3)c([N+](=O)[O-])c2)cc1OCC | 24 | -4 | nt | i | nt | 5 | nt | 1 | -3 | 10
O=C(C1CC1)N1CCCC(c2ccc(Cl)cc2)=N1 | 1 | -3 | 24 | i | -1 | 15 | 8 | 24 | -1 | -9
CC(=O)Nc1ccc(NC(=O)CSc2nnc(C)c(=O)[nH]2)cc1 | 9 | -5 | -28 | i | -1 | -13 | -2 | 17 | 1 | -2
O=C(COC(=O)c1cc2ccccc2o1)c1ccccc1 | -12 | -1 | -2 | i | 6 | -18 | 1 | ? | 0 | -1
Cc1cc(C)cc(NC(=O)C2(c3ccccc3)CC2(Cl)Cl)c1 (stereo unspecified) | 4 | -2 | -11 | i | 2 | 9 | -4 | 16 | 0 | -5
O=C1c2ccccc2C(=O)N1CCCCN(C(=O)c1cc([N+](=O)[O-])cc([N+](=O)[O-])c1)c1ccc(Cl)cc1 | 25 | -1 | -11 | i | -4 | 34 | 2 | 22 | 0 | 14
CN(C)/C=C(\C#N)C(=O)N/N=C/c1ccc(F)cc1 | -7 | -5 | -25 | i | 1 | -15 | 2 | 12 | 2 | -8
CCC(=O)NC(=S)Nc1ccc(NC(=O)COc2ccc([N+](=O)[O-])cc2)cc1 | 36 | -1 | -7 | i | -2 | -32 | 2 | 25 | 1 | 8
O=C(NC1CC1)C1=C[C@H](c2coc3ccccc3c2=O)C[C@H](OCCCCO)O1 | -19 | 0 | nt | i | nt | 6 | nt | 21 | 5 | -5
NC(=O)c1ccccc1NS(=O)(=O)Cc1ccccc1 | -1 | -1 | -23 | i | 1 | -10 | 4 | 6 | 5 | 1
Cn1c(=O)c(C(=O)N2CCc3ccccc32)cc2cccnc21 | 2 | -3 | nt | nt | nt | -4 | nt | 24 | -2 | 1
CCOC(=O)c1c(C)[nH]c(C)c1C(=O)CSc1nnc(N)s1 | -5 | 0 | -6 | i | 4 | -7 | -2 | 6 | 0 | -8
N#Cc1ccc(COC(=O)CCc2c[nH]c3ccccc23)cc1 | 2 | -2 | -14 | i | -1 | -6 | -5 | 15 | 1 | 0
COc1ccc(-c2nc(C=O)cs2)cc1 | -1 | -1 | -43 | i | -5 | -44 | -3 | 12 | -3 | 5
CCOc1ccc(NCc2cc3c(C(C)(C)C)nn(-c4ccccc4)c3[nH]c2=O)cc1 | nt | 0 | -34 | nt | -1 | 17 | 1 | 14 | -2 | nt
CCS(=O)(=O)N1CCC(NC(=O)c2cc(OC)cc(OC)c2)CC1 | 11 | -1 | 10 | i | 4 | -14 | 5 | 34 | 5 | 3
NC1=NC(c2ccc(Cl)cc2)N(c2ccc(S(N)(=O)=O)cc2)C(N)=N1 (stereo unspecified) | -2 | 0 | -41 | i | 1 | 0 | -3 | 10 | -1 | -1
COc1cc(C2CC(=O)c3c([nH]c(C(=O)OCCOC(C)C)c3C)C2)cc(OC)c1OC (stereo unspecified) | 8 | nt | 12 | i | -1 | -19 | 6 | 23 | -2 | -3
O=C(CNS(=O)(=O)c1ccc(F)cc1)N1CCN(c2ccc(F)cc2)CC1 | -2 | 0 | -15 | i | 4 | 14 | 0 | 31 | -1 | 12
COc1ccc(-c2cc(C(=O)N(C)Cc3ccccc3F)c3ccccc3n2)cc1OC | 3 | -2 | -5 | i | -3 | 12 | 1 | 22 | -2 | -9
CSc1nnc([C@H](C)NC(=O)OC(C)(C)C)o1 | 1 | -1 | -10 | i | 1 | 23 | 4 | 15 | 1 | -1
Cc1ccc(-c2onc3ccc(C4OCCO4)cc23)cc1 | -38 | 1 | -40 | nt | 35* | -100 | -5 | 14 | 3 | -33
O=C(Cn1c2c(c(=O)n3ncnc13)CCC2)N/N=C/c1ccc(Cl)cc1 | 2 | -1 | -3 | i | 5 | 7 | 1 | 30 | 2 | 1
COc1cc(NC(=O)c2cccs2)c(C(=O)OCC(=O)NCc2ccco2)cc1OC | 0 | 1 | -18 | i | 2 | -9 | -4 | 24 | 0 | -1
COc1ccc(C2CC(c3ccccc3)n3nnnc3N2)cc1 (stereo unspecified) | 4 | -1 | -37 | nt | 4 | -9 | 2 | 6 | 0 | -6
COCCN=C1NN=C(c2ccc(NC(C)=O)cc2)CS1 | 12 | -1 | -13 | i | -1 | 5 | -1 | 2 | 0 | -6
CCc1sc(-c2c(C#N)c(N)nc3c2CCCCCC3)cc1[N+](=O)[O-] | 14 | 0 | -32 | i | -1 | 1 | -3 | 22 | 3 | -1
CC(C)(C)c1ccc(OCC(=O)NN2Cc3ccccc3C2=N)cc1 | 92* | 0 | -25 | nt | 1 | -39 | 5 | -89* | 0 | 38
Cc1cc(=O)n2nc(N3CCC(C(=O)NCCc4ccccc4)CC3)sc2n1 | 1 | -2 | -30 | i | 5 | -38 | 4 | 27 | 2 | -13
O=C(c1cc(-c2ccc(Br)cc2)on1)N1CCCCCC1 | 45 | -1 | -124 | i | 6 | -145 | 1 | nt | nt | 25
Cc1nc(Cl)c(N=Cc2cccc([N+](=O)[O-])c2)c(Cl)n1 | -4 | -1 | -8 | i | -4 | 19 | -2 | 22 | 0 | -3
NS(=O)(=O)c1ccc(NC(=S)NC(=O)c2ccc(-c3ccccc3)cc2)cc1 | -13 | 0 | -13 | i | 4 | 2 | 2 | 5 | -6 | -3
O=S(=O)(c1ccc(Cl)cc1)c1nc(-c2ccco2)oc1N1CCCCC1 | -3 | 0 | -39 | i | -2 | 19 | -2 | 23 | 3 | -1
CC(C)C(=O)NC(=S)Nc1ccc(S(=O)(=O)NC2CCCCC2)cc1 | 0 | 3 | 9 | i | 6 | -5 | 7 | 17 | -2 | -2
CC(C)c1nnc(NC(=O)Cc2cccs2)s1 | -15 | -2 | -14 | i | 2 | 5 | 2 | 32 | -2 | -2
CCc1cc(C(=O)N(C)CC(=O)N(CC(C)C)c2c(N)n(CC(C)C)c(=O)[nH]c2=O)sc1C | 0 | -1 | -3 | i | -3 | -12 | -1 | 10 | -2 | 1
COC(=O)c1ccccc1OCCOc1ccccc1C(=O)OC | -1 | -1 | -35 | i | -3 | -5 | 4 | 23 | -30 | -6
CC(=O)N1C(C(=O)O)CSC1c1ccc(C)cc1 (stereo unspecified) | -5 | nt | nt | i | nt | 15 | nt | -1 | 0 | 1
CC1C2NC(=O)N(Cc3ccccc3)C1(C)Oc1ccccc12 (stereo unspecified) | nt | -2 | 7 | i | -1 | 3 | 3 | 9 | -6 | nt
COC(=O)COc1ccc(S(=O)(=O)Nc2cc(OC)ccc2OC)cc1 | 3 | nt | -6 | i | -4 | -6 | -3 | 5 | 2 | -3
CCCCOc1ccc(C(=O)NCc2ccco2)cc1 | 9 | -1 | -64 | i | 3 | 3 | 7 | 13 | 3 | 4
COc1ccc(NC(=O)CN2C(=O)NC(c3ccccc3)(c3ccccc3)C2=O)cc1 | -13 | 0 | -12 | i | 6 | -10 | -3 | -94* | 0 | -3
CC(=O)C(=Cc1ccc(C(=O)O)cc1)C(C)=O | ? | 0 | -6 | i | -1 | -10 | -3 | -1 | 3 | 12
CS(=O)(=O)c1ccc(Cl)c(NC(=O)C2CC(=O)N(Cc3ccccc3)C2)c1 (stereo unspecified) | -11 | -6 | -26 | i | 0 | 3 | -3 | 17 | -2 | -5
O=C(CN1CCN(c2cccc(Cl)c2)CC1)N1CCCC1 | 2 | -29 | -26 | i | 6 | -1 | 1 | 7 | 1 | -3
c1ccc(-c2nnc(SCc3nc4ccccc4[nH]3)n2Cc2ccco2)cc1 | -2 | 1 | -9 | i | 1 | -16 | 4 | 1 | 2 | 7
Cc1ccc(S(=O)(=O)N2CCOCC2)cc1C(=O)Nc1cccc(S(=O)(=O)N2CCCC2)c1 | 16 | 2 | 0 | i | -2 | 23 | -13 | 2 | 0 | 1
COc1ccccc1CCNC(=O)C1CCC(=O)N(C2CCCCCC2)C1 (stereo unspecified) | 14 | -3 | -24 | i | -7 | 8 | -5 | 11 | 1 | -3
CCOC(=O)NCN1C(=O)C2C3C=CC(C3)C2C1=O (stereo unspecified) | -9 | -1 | -3 | i | 4 | 2 | -1 | 11 | 3 | 0
Cc1cc(C)nc(NC(=O)c2c(-c3ccccc3Cl)noc2C)c1 | 5 | -1 | 0 | i | 8 | 5 | 7 | 17 | 3 | -3
O=C(/C=C/c1ccccc1)NCCc1nc2ccccc2[nH]1 | -4 | -1 | -15 | i | 1 | -6 | -2 | 2 | 3 | 2
O=C(CN1CCN(Cc2ccccc2)CC1)Nc1nc2ccccc2s1 | -5 | -3 | -6 | i | 1 | -1 | -2 | 6 | 2 | -1
Cc1cc(=O)oc2cc(OC(C)C(=O)NCCCN3CCCC3=O)c(Cl)cc12 (stereo unspecified) | 4 | -3 | 8 | i | 1 | 8 | 4 | 11 | 3 | -3
COC(=O)/C(=C/Nc1ccc(O)cc1)[N+](=O)[O-] | -8 | 0 | -29 | i | -2 | -5 | -8 | 21 | 2 | 0
CCOC(=O)c1[nH]c2ccc(Cl)cc2c1NC(=O)c1nonc1C | -2 | -1 | -16 | i | -3 | -11 | -4 | 15 | -6 | -3
COc1ccc(CNC(=O)C/C(C)=N/NC(=O)COc2cccc(C)c2)cc1 | 4 | 0 | -16 | i | -2 | 11 | -3 | 13 | 0 | -2
O=C(Oc1cccc2cccnc12)c1ccc(N2C(=O)C3C4CCC(C4)C3C2=O)cc1 (stereo unspecified) | 10 | -6 | -10 | i | 1 | -1 | 0 | 22 | -1 | 4

Only part of the results is shown; the hit share may differ from the screen's.
